# Menin MLL FP TR: inhibitors of human menin-MLL interaction, mutant MLL peptide | 270,000 compounds, 0.23% hits | Menin + Texas Red MLL mutant peptide, fluorescence polarization | Potency, µM (series often up to 61.6 µM), for the others: at the top dose FP activity change, negative = inhibition, actives largely listed as inhibitors | O00255; active = well fitted inhibition curve with a large enough effect in the polarisation, with a control signal flat, not every such curve was filed as active; inconclusive = small, poorly fitted or top-dose-only effect, or effect the other way, or a change in a side signal; inactive = no such curve, though single readings can be large or run the other way; the % refers to the polarisation; also: potency is read from the fitted curve at half-maximal effect; % of control where 0% means no effect; many of its hits are not listed in these tables
# TCR act: activates T cell receptor signaling. 330,000 tested, under 10 active. Potency, µM (top dose mostly 9.22 µM), without a hit: at the top dose activation of IL-2 secretion, usual class: activators. primary human leukocytes, anti-CD3, IL-2 HTRF, 48 h. AID 504894; also: % of control where 0% means no effect
#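 IL-2 produced over 48 hr by a-CD3 bead-stimulated primary human leukocytes exposed to compounds was detected with a homogeneous time-resolved FRET immunoassay, 665nm acceptor signal after 320nm excitation.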
# A-T KAP1 phos: potential ataxia-telangiectasia treatment. […] A-T fibroblasts, KAP-1 phosphorylation AlphaLISA; neocarzinostatin DNA damage 30 min before lysis. Potency, µM (series often up to 57.5 µM), for the others: at the top dose activation, usual class: activators. 320,000 compounds, 0.19% hits. AID 485349; also: potency is read from the fitted curve at half-maximal effect; % of control where 0% means no effect; nearly all actives have a fitted effect of over 45% in size
#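 ATM-like activity read as KAP-1 phosphorylation via AlphaLISA donor/acceptor antibody pairs after lysis and 6 hr at 25C. Cells were ATM-null patient fibroblasts ([…], hTERT), dosed 60 min, then exposed to the DSB inducer NCS for 30 min.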
# TSHR antagonist: blocks TSH signaling through the human TSH receptor. TSHR-expressing cells, TSH-stimulated cAMP HTRF, 2 h; stronger effect = lower value. activity change, negative = inhibition, % at 11.5 µM. 330,000 compounds, 0.2% hits. AID 504810;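 active = activity change below a set negative limit, meaning inhibition stronger than a set level, cut at about -70% in these data; inconclusive = activity change between two set negative limits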; also: % is scaled to controls: 0 for no effect and ±100 for the full control effect
# Target sequence (P16473 whole entry, looked up): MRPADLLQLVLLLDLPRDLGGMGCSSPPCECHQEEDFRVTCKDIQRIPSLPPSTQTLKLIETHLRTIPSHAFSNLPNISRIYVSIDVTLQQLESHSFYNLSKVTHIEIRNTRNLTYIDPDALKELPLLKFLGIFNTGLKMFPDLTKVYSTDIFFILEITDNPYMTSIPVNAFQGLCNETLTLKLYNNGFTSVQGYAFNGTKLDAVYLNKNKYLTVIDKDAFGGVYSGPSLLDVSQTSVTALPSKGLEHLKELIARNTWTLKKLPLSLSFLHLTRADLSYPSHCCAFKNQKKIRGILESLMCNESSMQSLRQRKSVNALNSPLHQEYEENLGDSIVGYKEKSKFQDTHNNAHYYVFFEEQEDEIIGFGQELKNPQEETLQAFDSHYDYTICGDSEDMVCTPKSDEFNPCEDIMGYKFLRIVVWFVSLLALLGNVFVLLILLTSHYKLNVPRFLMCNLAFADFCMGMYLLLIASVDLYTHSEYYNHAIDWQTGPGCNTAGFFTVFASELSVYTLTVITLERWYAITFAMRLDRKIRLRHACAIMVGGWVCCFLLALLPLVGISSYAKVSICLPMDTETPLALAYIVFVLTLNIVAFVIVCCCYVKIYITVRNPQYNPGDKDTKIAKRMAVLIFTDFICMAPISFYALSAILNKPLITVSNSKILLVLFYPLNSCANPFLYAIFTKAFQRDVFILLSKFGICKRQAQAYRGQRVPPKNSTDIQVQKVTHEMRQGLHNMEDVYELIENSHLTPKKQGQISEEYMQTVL
#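 Competitive HTRF cAMP read-out (cryptate anti-cAMP antibody, cAMP-d2; 30 min, room temperature) in freshly harvested TSHR cells. Compounds added before TSH at EC80 (4nM final), followed by 2 hours' incubation at 37 deg C.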
# MBNL1-CUG inh: MBNL1-poly(CUG) RNA binding inhibition | Q9NR56 | TR-FRET MBNL1-His/biotin-(CUG)12 binding, 665/545 ratio | Potency, µM (series often up to 57.5 µM), for inactives: top-dose activity change, negative = inhibition, hits mostly inhibitors | 280,000 compounds, 0.036% hits | AID 2675; active = well fitted inhibition curve with a large enough effect in the signal ratio, with a control signal flat, not every such curve was filed as active; inconclusive = small, poorly fitted or top-dose-only effect, or effect the other way, or a change in a side signal; inactive = no such curve, though single readings can be large or run the other way; the % refers to the signal ratio; also: potency is read from the fitted curve at half-maximal effect; % is scaled to controls: 0 for no effect and ±100 for the full control effect
#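 Inhibition of protein-RNA binding appears as loss of TR-FRET between terbium anti-His antibody on MBNL1-His and streptavidin-XL665 on biotin-(CUG)12. Activity is normalized to buffer-only and uninhibited-complex controls.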
# CXXC DNA block: blocks binding of human MLL CXXC domain to DNA | Potency, µM (series often up to 115 µM), inactives show top-dose activity change, negative = inhibition, hits mostly inhibitors | AID 2662 | 290,000 compounds, 0.037% hits | MLL-CXXC / FITC-HOXA9 DNA fluorescence polarization; active = well fitted inhibition curve with a large enough effect in the polarisation, with a control signal flat, not every such curve was filed as active; inconclusive = small, poorly fitted or top-dose-only effect, or effect the other way, or a change in a side signal; inactive = no such curve, though single readings can be large or run the other way; the % refers to the polarisation; also: potency is read from the fitted curve at half-maximal effect
#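 Steps: dispense CXXC domain solution (7 uM) → pin compounds or unlabeled HOX-A9 DNA control → 5 min ambient → add FLSN-HOX-A9 solution (50 nM) → spin → 30 min ambient → fluorescence polarization. Tris pH 7.5/NaCl/DTT/BSA buffer.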
# Integrin act MD: activates integrin-mediated alleviation for muscular dystrophy; alpha7betagal myoblasts, beta-gal FDG fluorescence, 48 h; Potency, µM (doses to about 38.3 µM), for the others: top-dose activation, actives largely listed as activators; 350,000 compounds, 0.064% hits; AID 624291;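 also: potency is read from the fitted curve at half-maximal effect; 100% = response of the positive control SU9516; nearly all actives have a fitted effect of over 60% in size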
#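 alpha7betagal+/- myoblasts (passage 13, 250/well) treated 48 h at 37C with compounds at 1:260 dilution of DMSO stock. Lysed, then beta-galactosidase activity read as FDG fluorescence (ex 480/em 540) after 30 min, with pre-read for autofluorescence.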
# Mito fusion act: inhibitors of mitochondrial division or activators of mitochondrial fusion; S. cerevisiae fusion-defective mutant growth rescue, CellTiterGlo 48 h; Potency, µM (highest dose often 46.1 µM), without a hit: at the highest dose growth rescue (activation), most hits filed as activators; 320,000 compounds, 0.23% hits;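 also: potency is read from the fitted curve at half-maximal effect; % of control where 0% means no effect; nearly all actives have a fitted effect of over 45% in size; temperature-sensitive fusion mutants such as fzo1-1 at 37 °C on non-fermentable ethanol glycerol medium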
#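 Growth-rescue viability read-out: after 48 h at the non-permissive 37C in glycerol/ethanol YPEG, yeast mitochondrial fusion mutants are measured by CellTiterGlo luminescence; compounds (23 nl pinned per well) restoring growth score as division inhibitors or fusion activators.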
# S-ASM inh: human S-ASM enzyme inhibition; placental ASM, HMU-PC fluorogenic substrate, 60 min; Potency, µM (highest dose often 57.5 µM), without a hit: at the top dose activity change, negative = inhibition, hits mostly inhibitors; 340,000 compounds, 0.006% hits; AID 504937; also: potency is read from the fitted curve at half-maximal effect
#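 qHTS format. ASM enzyme prepared from human placenta hydrolyses the fluorogenic substrate HMU-PC0 (9 uM final) over 60 min at 37 °C after a 10 min compound preincubation.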
# PTAP TSG101 blk: blocks PTAP/TSG101 interaction to inhibit HIV-1 budding; Fluorescence polarization, FITC-PTAP peptide / Tsg101 binding; Potency, µM (series often up to 115 µM), without a hit: at the top dose activity change, negative = inhibition, actives largely listed as inhibitors; 340,000 tested, under 10 active; AID 493005; active = well fitted inhibition curve with a large enough effect in the main read-out, with a control signal flat, not every such curve was filed as active; inconclusive = small, poorly fitted or top-dose-only effect, or effect the other way, or a change in a side signal; inactive = no such curve, though single readings can be large or run the other way; also: potency is read from the fitted curve at half-maximal effect; % of control where 0% means no effect
#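 Compounds were pin-transferred onto Tsg101 binding domain (10 uM final) in HEPES pH 7.5 buffer, then FITC-PTAP peptide was added at 50 nM final. After 20 min at RT, polarization reported peptide displacement across a qHTS concentration series.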
# * hit, by the source's call; ? = inconclusive; / = no result given; [ ] = another dose, or the depositor's remark. Unless noted, calls follow the shape of the dose curve; as a rule, active = well fitted curve in the direction sought with a large enough effect; inconclusive = small, poorly fitted or top-dose-only effect, or another doubt; inactive = no such curve, though single readings can be large; an effect the other way counts as inactive or inconclusive. Only part of the results is shown; the hit share may differ from the screen's.
SMILES,Menin MLL FP TR,TCR act,A-T KAP1 phos,TSHR antagonist,MBNL1-CUG inh,CXXC DNA block,Integrin act MD,Mito fusion act,S-ASM inh,PTAP TSG101 blk
CC(=O)Nc1ccc(NC(=O)CSc2ccc3nnc(CCNS(=O)(=O)c4ccc(C)cc4)n3n2)cc1,2%,2%,-6%,16,-5%,1%,?,-9%,2%,-5%
COc1ccccc1NC(=O)Nc1nc(CC(=O)N2CCN(c3ccc(F)cc3)CC2)cs1,/,3%,1%,-17,/,/,-10%,-5%,/,-5%
CC(=O)c1cccc(Nc2nc(-c3sc(N)nc3C)cs2)c1,?,/,10%,9,7%,4%,0%,1%,-3%,-1%
NC(=O)CC(NC(=O)c1ccccc1)c1ccc(NCCc2ccc(Cl)cc2)c([N+](=O)[O-])c1 (stereo not drawn),/,-5%,-73%[inhibitor],-5,20%,-13%,7%,8%,-6%,4%
CCc1ccc(-c2nc(CCl)cs2)cc1,-4%,-3%[46.1 µM],-3%,4,-3%,-16%,-35%,-2%,5%,2%
Cc1ccc(C(=O)NC(C)c2ccccc2)o1 (stereo not drawn),1%,-3%[46.1 µM],-3%,14,-3%,-4%,-11%[7.66 µM],10%,0%,0%
COc1cccc(OCC(O)CN2CCN(CCO)CC2)c1 (stereo not drawn),3%,-7%,9%,-6,2%,7%,18%,-5%,5%,-1%
CCOc1ccc(S(=O)(=O)N2CCC(C(=O)NCc3ccncc3)CC2)cc1C,-2%,0%,-9%,7,-5%,2%,5%,-10%,1%,1%
CC(C)(C)OC(=O)N1CCOCCOCCN(C(=O)OC(C)(C)C)CCOCC1,-9%,16%,1%,10,-3%,-7%,31%,6%,-3%,-3%
Cc1nn(-c2cccc([N+](=O)[O-])c2)c(N)c1-c1ccccc1,12%,-1%,2%,0,?,8%,-4%,-7%,-3%,-6%
CCCCCCN(C(=O)CCCCCN1C(=O)NC(c2ccc(C(C)(C)C)cc2)C(C(=O)OCc2ccccc2)=C1C)C(C(=O)NCCCC)c1ccc(OCC(=O)OC)c(C(=O)OC)c1 (stereo not drawn),-17%,/,?,-1,-6%,5%,/,-5%,/,/
O=C(COC(=O)/C=C/c1ccc([N+](=O)[O-])cc1)Nc1ccc(F)cc1,/,-1%,-14%,-19,/,/,-13%,5%,-4%,-1%
O=C1CC/C=C\C[C@@H](CC(=O)N(CCO)Cc2ccccc2)C(=O)NCCO1,/,-19%,2%,15,/,/,10%,/,2%,0%
Cc1ccccc1/C=C1\SC(=S)N(/N=C/c2cc([N+](=O)[O-])ccc2O)C1=O,?,1%,-6%,-9,24%,6%,?,0%,-14%,-2%
O=C(NNC(=O)c1ccc(NC(=O)c2ccccc2)cc1)c1ccccc1,-9%,3%,-7%,7,0%,-3%,4%,-3%,0%,0%
C=CCc1ccc(OCC(O)COCC)c(OC)c1 (stereo not drawn),-35%,2%,2%,1,-2%,-5%,12%,1%,6%,-2%
CS(=O)(=O)c1ccc2nc(NC(=O)c3cccc(NS(=O)(=O)c4ccc(F)c(F)c4)c3)sc2c1,?,-19%[46.1 µM],8%,-14,-7%,4%,17%,0%,-12%,-2%
CC1(C)CC(=O)N(CC(=O)NCc2ccc(F)cc2)c2ccccc2S1(=O)=O,1%,-6%,9%,-2,-5%,-8%,-6%,0%,1%,-4%
CCOC(=O)c1ccc(NC(=S)N2CCN(Cc3ccccc3)CC2)cc1,2%,-8%[46.1 µM],-5%,9,-25%,4%,4%,0%,7%,-4%
COc1ccc(OC)c(NC(=O)CCNC(=O)Cn2cnc3ccccc3c2=O)c1,-11%,-4%,3%,-27,/,0%,0%,-4%,3%,-5%
Cc1ccc2c(c1)-c1[nH]c(=S)ncc1CS2,?,-2%,-16%,-5,/,21%,4%,21%,10%,-5%
CCOCC(=O)Nc1nnc(SCCOC)s1,2%,5%,0%,-3,-13%,1%,15%,-2%,0%,1%
COc1nccnc1NS(=O)(=O)c1ccc(N=Cc2c(C)[nH]n(-c3ccc(C)c(C)c3)c2=O)cc1,?,-1%,-9%,-1,22%,-17%,-2%,-14%,-4%,-6%
Cc1csc2nc(COC(=O)CNC(=O)c3ccc(Cl)cc3)cc(=O)n12,/,/,1%,-14,/,/,21%,-2%,-3%,-15%
Cc1ncc(CO)c(/C=N/NC(=O)c2ccc(O)cc2)c1O,-9%,3%[46.1 µM],/,-8,?,0%,9%,-3%,258%[activator],-3%
COC(=O)c1ccc(N/C=C\C(=O)c2ccc3c(c2)OCO3)cc1,24%,4%,1%,20,-8%,-11%,15%,?,203%[activator],0%
COc1ccc(CCC(=O)NC2CCCN(Cc3ccc(Cl)cc3)C2)cc1OC (stereo not drawn),-10%,5%,0%,1,-2%,-10%,19%,4%,2%,-7%
CC1CCN(C2(O)C(=O)Nc3ccc(Br)cc32)CC1 (stereo not drawn),-7%,-4%,-1%,-6,?,-2%,17%,3%,-3%,3%
Cc1c(NS(=O)(=O)c2cc(C(=O)N(C)Cc3ccccc3)ccc2Cl)c(=O)n(-c2ccccc2)n1C,/,-4%[46.1 µM],14%,-7,/,/,-14%,/,0%,1%
O=C(NC1CCCCC1)c1ccc([N+](=O)[O-])o1,-15%,7%,-11%,23,?,-15%,-34%[inhibitor],12%,5%,-1%
Fc1cccc(COc2ccccc2C(=S)N2CCCC2)c1,0%,-8%,2%,-10,4%,-3%,-3%,-2%,0%,-1%
O=C(O)c1ccc(COc2c(F)c(F)c(F)c(F)c2F)o1,1%,-2%[46.1 µM],3%,-13,-1%,-1%,-16%,5%,4%,-1%
CC1(/[N+]([O-])=C/c2cccc(Cl)c2)CCCCC1=O (stereo not drawn),/,4%,-14%,4,0%,-12%,14%,3%,0%,0%
O=C1Nc2ccccc2C1c1ncc(C(F)(F)F)cc1Cl (stereo not drawn),-16%,0%,4%,-1,-3%,-11%,-12%,2%,-1%,-2%
CCC(=O)N1CCc2cc(S(=O)(=O)NC(C(=O)NCc3ccc(C)cc3)C(C)C)ccc21 (stereo not drawn),13%,-1%,-1%,0,-7%,-7%,-31%,1%,-1%,-8%
Oc1[nH]c2ccccc2c1N=Nc1c(F)c(F)c(Cl)c(F)c1F,-5%,6%,-4%,-2,-1%,?,29%,?,-2%,5%
C=CCn1c(C)nc2c(sc3nc4c(cc32)COC(C)(C)C4)c1=O,/,0%,12%,-4,/,2%,30%,-3%,-2%,-6%
CCc1c(C)[nH]n(CCC#N)c1=O,1%,-6%,7%,-4,-2%,3%,21%[7.66 µM],0%,-1%,-9%
Cc1csc(SCC(=O)NC(C)c2ccccc2)n1 (stereo not drawn),3%,-13%,1%,-8,5%,2%,0%,-12%,2%,2%
CCn1c(=N)n(CC(=O)c2ccc(Br)s2)c2ccccc21,/,-2%,-2%,16,/,17%,0%,-3%,-2%,-5%
Cc1ccc(OCc2n[nH]c(=S)n2-c2ccccc2)cc1C,-2%,5%,-7%,-17,-15%,-2%,-11%,4%,-3%,-1%
CCC(CC)c1nnc(NS(=O)(=O)Cc2ccccc2)s1,-9%,-4%,1%,40,-20%,26%,12%,8%,3%,-2%
C[C@H](NC(=O)N1CCn2c1nc1ccccc12)C(=O)NCc1ccccc1,/,0%,-3%,-3,-8%,4%,-15%,2%,0%,-3%
c1ccc(Cn2ncc3c(Nc4ccccc4)ncnc32)cc1,26%,-5%,11%,-6,-5%,-3%,?,-14%,2%,-7%
COC(=O)c1cc(S(=O)(=O)NCCc2sccc2C)c[nH]1,/,2%,18%,-8,-4%,-3%,18%,1%,3%,0%
CC1(C)OC(=O)C(=CNc2cccc(O)c2)C(=O)O1,-2%,1%,11%,-2,1%,7%,-16%,0%,-1%,-1%
CCN(Cc1ccccc1)S(=O)(=O)c1c[nH]c(C(=O)OC)c1,0%,-4%,12%,15,-3%,/,6%,1%,-3%,-2%
Cc1cc(O)c(C(=O)/C=C/c2ccccc2O)c(=O)o1,2%,-2%,-5%,6,11%,0%,-3%,-7%,-3%,-3%
CC(C)CCN1C(=O)c2ccc(C(=O)Nc3ccc(O)cc3C(=O)O)cc2C1=O,?,3%,2%,-5,0%,-2%,-15%,-8%,17%,-2%
CCCCn1c(SCn2nnc3ccccc3c2=O)nc2cc(C(=O)OC)ccc2c1=O,6%,/,5%,-7,7%,-6%,/,2%,/,/
